# GALR2 blocker – GALR2 antagonists in receptor-expressing cells, primary screen; antagonist mode; actives 0.39% (n = 140,000); inhibition, % at 4 µM; in the data active means inhibition above about 27%;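 further: cells stimulated with galanin 1-16 at roughly its EC80; 0% = agonist challenge control and 100% = basal control without agonist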
# Target sequence (O43603 whole entry, looked up): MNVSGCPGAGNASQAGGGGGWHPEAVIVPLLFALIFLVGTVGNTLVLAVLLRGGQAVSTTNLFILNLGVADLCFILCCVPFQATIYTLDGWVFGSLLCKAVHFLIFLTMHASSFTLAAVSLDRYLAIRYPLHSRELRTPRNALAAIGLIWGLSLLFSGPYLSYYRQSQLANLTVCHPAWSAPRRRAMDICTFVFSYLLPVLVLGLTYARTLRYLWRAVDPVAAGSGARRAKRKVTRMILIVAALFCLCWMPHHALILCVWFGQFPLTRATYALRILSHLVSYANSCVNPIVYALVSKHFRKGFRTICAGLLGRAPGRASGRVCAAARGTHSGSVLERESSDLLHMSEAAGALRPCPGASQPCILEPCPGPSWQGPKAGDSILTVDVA
# Phagocyt inh – inhibitors of macrophage phagocytosis, primary screen, imaging, J774A.1 cells, IgG beads; J774A.1 macrophage IgG-bead phagocytosis; inhibition, % at 5 µM; actives 0.07% (n = 110,000); AID 1029, 2008;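 active means inhibition above the mean of the plate negative controls plus 5 SD, cut at about 13% in these data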;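 further: phagocytic index as fraction of beads internalized from green versus red external bead signal; plate controls were DMSO negative control for no effect and cytochalasin-D positive control for full effect; some results beyond the cut were filed as inactive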
# Yeast lifespan up – compounds extending yeast replicative lifespan, primary screen, S. cerevisiae, OD615; S. cerevisiae growth with nicotinamide; deaD strain in restrictive glucose medium; inhibition of the nicotinamide effect, % at 10 µM; actives 0.68% (n = 130,000);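 active means inhibition above a set limit, placed 3 SD over the median of all compounds, cut at about 26% in these data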;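 further: 0% = nicotinamide-treated wells and 100% = cells grown without nicotinamide; some compounds called inactive have numbers as strong as hits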
#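 Assay system: DeaD-strain S. cerevisiae. Medium: CSMM-D glucose medium, restrictive. Reagent: nicotinamide, 1.5 mM, co-present with compound. Compound: 10 µM single point, 0.25% DMSO. Schedule: culture preincubation 4 h, compound exposure 48 h, both 30 °C. Detection: absorbance at 615 nm.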
# Yeast growth inh – growth inhibitors of yeast BB579 in restrictive medium, primary screen, yeast lifespan-shortening project, S. cerevisiae; AID 804, 2007; OD615, 48 h; actives 0.51% (n = 140,000); inhibition, % at 10 µM;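 active means inhibition above a set limit, 3 SD over the mean compound inhibition, cut at about 44% in these data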; further: inactives centre near -24
#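 Detection: OD615 turbidity measurement; Material: Saccharomyces cerevisiae DeaD strain BB579, replicative lifespan model yeast; Timing: 48 h exposure, 30 °C; Doses: single 10 µM dose; Medium: CSMM-D restrictive synthetic medium containing dextrose (glucose); Controls: amphotericin B at 10 µg/mL as positive control.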
# MRP1 act – H69AR viability gain despite doxorubicin, primary screen, MRP-1 activator project, H69AR cells, CellTiter-Glo; AID 799, 2007; actives 0.61% (n = 140,000); viability rescue; viability increase, % at 10 µM;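 active means viability gain under doxorubicin at or above a set limit, the compound median plus 3 SD, cut at about 4.7% in these data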;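 further: MRP-1 overexpressing cells given doxorubicin 25 µM after compound pretreatment; 18-22 h compound pretreatment then 72 h with doxorubicin before readout; 0% = doxorubicin-only wells and 100% = vehicle-treated cells without doxorubicin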
# bCat KO growth – primary screen for growth suppressors in beta-catenin knockout HCT116 cells (colon tumor, human); viability, % at 10 µM; HCT116 beta-catenin knockout viability, CellTiter-Glo, 60 h; active compounds read low; actives 1.5% (n = 140,000);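 active means viability at or under a set limit, the compound median less 4 SD, cut at about 6% in these data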;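 further: 0% = Hyamine 1622 control at 20 µM and 100% = untreated cell control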
# E-sel TNF inh – E-selectin induction blockers in HUVEC – imaging, immunofluorescence, high content, primary screen; inhibition, % at 2 µM; AID 1246, 2008; actives 0.71% (n = 120,000); HUVEC TNFa-induced E-selectin immunofluorescence;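 active means inhibition above the batch mean plus 3 SD, and confirmed as a hit on visual image review, cut at about 43% in these data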;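 further: 0% = TNF-stimulated DMSO wells and 100% = unstimulated control wells; not every result past the cut was called active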
# HCT116 PTEN-null – growth suppression of PTEN-null HCT116, primary screen, cell-based, CellTiter-Glo; actives 1.2% (n = 140,000); HCT116 PTEN-null viability, 60 h; active compounds read low; viability, % at 10 µM;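 active means viability at or below a set limit, 4 SD under the median of all tested compounds, cut at about 3.7% in these data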;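 further: PTEN knockout HCT116 line with beta catenin targeted HCT116 as companion control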
# NPY Y2 blocker – NPY-Y2 receptor antagonists, primary screen, cell-based; inhibition, % at 2.7 µM; AID 793, 2007; actives 0.99% (n = 140,000); Neuropeptide Y receptor type 2 (Homo sapiens), P49146; NPY-Y2 expressing cells, antagonist mode; in the data active means inhibition above about 17%;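 further: 0% = vehicle with agonist challenge and 100% = reference antagonist with challenge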
# Target sequence (P49146 whole entry, looked up): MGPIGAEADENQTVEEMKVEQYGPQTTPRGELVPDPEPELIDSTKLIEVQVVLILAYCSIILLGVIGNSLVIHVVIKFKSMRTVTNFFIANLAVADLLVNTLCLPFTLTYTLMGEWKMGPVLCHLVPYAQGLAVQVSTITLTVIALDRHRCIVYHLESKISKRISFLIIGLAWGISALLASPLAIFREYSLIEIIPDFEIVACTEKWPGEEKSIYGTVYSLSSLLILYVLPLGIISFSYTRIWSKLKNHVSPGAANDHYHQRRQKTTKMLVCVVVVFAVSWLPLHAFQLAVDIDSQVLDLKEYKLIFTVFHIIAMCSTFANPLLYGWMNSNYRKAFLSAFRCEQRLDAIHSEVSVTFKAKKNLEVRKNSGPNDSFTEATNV
# Measles CPE – compounds protecting cells from measles virus cytopathic effect, primary screen, measles RdRp inhibitor project, single point, MLSMR library, absorbance | Measles virus-infected cells, CPE protection | protection (pct of control), % at 4 µM | actives 1.5% (n = 140,000); in the data active means protection mostly above about 24%, no sharp cut-off; inactive means mostly below about 26%; further: some compounds called inactive have numbers as strong as hits
# Starred values were filed as active, the others as inactive; . = not tested or not shown.
SMILES,GALR2 blocker,Phagocyt inh,Yeast lifespan up,Yeast growth inh,MRP1 act,bCat KO growth,E-sel TNF inh,HCT116 PTEN-null,NPY Y2 blocker,Measles CPE
Cc1cc(C)c(C)c(S(=O)(=O)N2CCN(Cc3nc4ccccc4[nH]3)CC2)c1C,19,.,1,-49,-3.6,68,.,74,13,6
c1coc(-c2nnc(-c3ccc4c(c3)OCO4)o2)c1,-22,0,-27,-24,-0.1,94,.,94,4,11
Cn1c(=O)n(C)c2cc([N+](=O)[O-])c(N3CCN(S(=O)(=O)c4ccc5ccccc5c4)CC3)cc21,5,0,-5,-27,-0.5,74,-29,71,0,33*
Cc1ccc2c(c1)C(c1ccccc1)N(C(=O)c1cc3ccccc3oc1=O)CC(=O)N2 (centres undefined),4,.,-2,-21,-0.9,96,-8,91,4,9
Cc1sc(NC(=O)CSc2nnc(CCNC(=O)c3cccs3)n2C)nc1-c1ccccc1,1,.,.,12,-7.2,76,-17,82,4,6
Cc1cccc(Nc2nc(N)c(C#N)c(CC#N)c2C#N)c1,-15,1,2,-26,-1.5,97,.,90,4,2
Cn1c(=O)[nH]c(=O)c2c1nc(CN1CCOCC1)n2CCc1ccccc1,6,.,4,-38,-2.6,94,-45,95,4,6
C=CCNC(=O)c1onc(CSc2cccc3ccccc23)c1C(=O)O,9,.,-4,-86,-0.5,98,-14,91,8,9
COC(=O)c1ccccc1NC(=O)C1CCN(S(=O)(=O)c2cc(OC)ccc2OC)CC1,-18,.,-3,-26,0.3,64,5,55,7,8
CN(C)c1ccc(/C=N\S(=O)(=O)c2ccccc2)cc1,-11,-9,5,-23,-2.2,93,14,89,3,28
O=C(NCCO)NC(=S)c1ccccc1,-10,0,-5,16,-2.1,102,.,96,2,16
CCN1CCN(S(=O)(=O)c2ccc(Cl)c(C(=O)Nc3nnc(CC(C)C)s3)c2)CC1,18,-2,-20,-2,-2.9,79,10,86,0,4
COc1ccc(OCCn2cc(/C=C(\C#N)C(=O)NCc3ccco3)c3ccccc32)cc1,1,-5,4,-65,-3.2,97,1,76,2,4
Cc1cc(C2=NNC(=NC3CCCCC3)SC2)c(C)n1-c1c(C)n(C)n(-c2ccccc2)c1=O,7,-2,0,-28,-3.2,87,-15,90,4,5
OCc1nnn(-c2cccc(C(F)(F)F)c2)c1CO,7,.,-8,-52,-0.7,103,11,92,1,3
CCOC(=O)c1nnn(-c2nonc2N)c1CS(=O)(=O)c1ccccc1,11,.,-14,-20,-2.5,95,5,90,3,11
Cc1cccc(NC(=O)CN2C(=O)N/C(=C\c3ccc(N4CCOCC4)cc3)C2=O)c1,11,0,-2,-11,-3.0,89,.,92,2,6
CCCN1C(=O)N(C)C(N(O)C(=O)NC)C1(C)C (centres undefined),15,0,-11,-37,-1.8,99,-10,94,5,4
O=C(CSc1nc2ccccc2o1)c1ccccc1,-5,.,.,-15,0.6,102,10,93,5,8
Cc1nnc(-n2ncc(C#N)c2N)c2nn(-c3cccc(Cl)c3)c(C)c12,-1,.,.,-28,-3.0,91,1,83,2,2
Cc1ccc(C2CC(=O)C=C(Nc3ccc(Cl)cc3)C2)cc1 (centres undefined),7,-12,4,-20,-2.7,77,.,73,4,5
O=C(c1ccc(COc2ccc(Cl)cc2)o1)N1CCN(Cc2ccc3c(c2)OCO3)CC1,0,0,2,-107,2.5,91,-8,94,7,10
Cc1cc(C)n(-c2cccc3cccnc23)n1,-3,2,3,-21,-1.5,106,-10,98,3,4
CS(=O)(=O)N1CCN(C(=S)NCc2ccc(F)cc2)CC1,4,-3,4,-26,-2.1,92,.,97,-1,11
Cc1cccc(N2C(=O)N(c3ccccc3C)C3CS(=O)(=O)CC32)c1 (centres undefined),-6,2,-9,-27,-2.2,95,7,89,1,27

# An excerpt from above in order of SMILES length, low to high.
SMILES,GALR2 blocker,Phagocyt inh,Yeast lifespan up,Yeast growth inh,MRP1 act,bCat KO growth,E-sel TNF inh,HCT116 PTEN-null,NPY Y2 blocker,Measles CPE
Cc1cc(C)n(-c2cccc3cccnc23)n1,-3,2,3,-21,-1.5,106,-10,98,3,4
OCc1nnn(-c2cccc(C(F)(F)F)c2)c1CO,7,.,-8,-52,-0.7,103,11,92,1,3
CCCN1C(=O)N(C)C(N(O)C(=O)NC)C1(C)C (centres undefined),15,0,-11,-37,-1.8,99,-10,94,5,4
c1coc(-c2nnc(-c3ccc4c(c3)OCO4)o2)c1,-22,0,-27,-24,-0.1,94,.,94,4,11
CN(C)c1ccc(/C=N\S(=O)(=O)c2ccccc2)cc1,-11,-9,5,-23,-2.2,93,14,89,3,28
C=CCNC(=O)c1onc(CSc2cccc3ccccc23)c1C(=O)O,9,.,-4,-86,-0.5,98,-14,91,8,9
Cc1cccc(N2C(=O)N(c3ccccc3C)C3CS(=O)(=O)CC32)c1 (centres undefined),-6,2,-9,-27,-2.2,95,7,89,1,27
Cc1sc(NC(=O)CSc2nnc(CCNC(=O)c3cccs3)n2C)nc1-c1ccccc1,1,.,.,12,-7.2,76,-17,82,4,6
COc1ccc(OCCn2cc(/C=C(\C#N)C(=O)NCc3ccco3)c3ccccc32)cc1,1,-5,4,-65,-3.2,97,1,76,2,4
Cc1cccc(NC(=O)CN2C(=O)N/C(=C\c3ccc(N4CCOCC4)cc3)C2=O)c1,11,0,-2,-11,-3.0,89,.,92,2,6
CCN1CCN(S(=O)(=O)c2ccc(Cl)c(C(=O)Nc3nnc(CC(C)C)s3)c2)CC1,18,-2,-20,-2,-2.9,79,10,86,0,4
Cc1cc(C2=NNC(=NC3CCCCC3)SC2)c(C)n1-c1c(C)n(C)n(-c2ccccc2)c1=O,7,-2,0,-28,-3.2,87,-15,90,4,5

# New compounds follow
SMILES,GALR2 blocker,Phagocyt inh,Yeast lifespan up,Yeast growth inh,MRP1 act,bCat KO growth,E-sel TNF inh,HCT116 PTEN-null,NPY Y2 blocker,Measles CPE
Cc1nn(Cc2c(F)c(F)c(F)c(F)c2F)c(C)c1NC(=O)c1c([N+](=O)[O-])cnn1C,5,.,-10,-18,0.5,100,-30,87,-2,14
Cc1ccccc1NC(=O)CC1SC(=O)N(c2ccccc2)C1=O (centres undefined),0,.,18,-33,5.4*,89,55,108,-1,11
CC(=O)c1c(C)nc(-c2ccc(Cl)cc2)nc1N=CN(C)C,31*,0,-8,19,1.4,79,.,84,4,1
CC1(C)CC2(CCCN3C(=O)CSC32)CCS1 (centres undefined),9,1,-14,-3,-1.4,104,.,94,0,11
Cc1ccc(OCCOCCn2cnc3ccccc3c2=O)c([N+](=O)[O-])c1,3,.,-4,-15,-0.9,92,13,98,0,4
CCOC(=O)Nc1ccccc1C(=O)N1CCOCC1,26,0,-6,-26,0.2,94,.,83,1,8
Cc1cc(C)cc(N(CC(=O)N2CCC(C)CC2)S(C)(=O)=O)c1,9,0,-6,0,-2.0,93,-38,98,0,3
c1ccc(-c2csc(N3CCc4ccccc4C3)n2)cc1,13,-1,-17,-60,-0.7,87,-46,99,2,3
CCOCCCN(Cc1ccco1)C(=O)c1cc2c(=O)[nH]c3ccc(C)cc3c2s1,-8,0,-7,-35,-4.8,47,22,41,6,11
S=C(Nc1ccccc1)Nn1cnnc1,2,-13,2,9,-1.4,91,.,97,1,5
Cc1nn(CC(O)CN2c3ccccc3Sc3ccccc32)c(C)c1Br (centres undefined),4,1,-7,-66,-1.3,65,3,52,-4,12
COc1ccc(N(CC(=O)NC(C)(C)C)C(=O)c2ccco2)cc1,7,-2,-20,-4,-1.1,98,-2,94,1,6
O=C(Oc1ccccc1C(=S)N1CCCCC1)c1cc([N+](=O)[O-])cc([N+](=O)[O-])c1,-15,.,.,-45,-0.9,97,23,94,2,4
COc1ccc(-n2c3c(cc(C(=O)N4CCCCC4)c2=O)C(=O)CC(C)(C)C3)cc1,-13,0,-9,-28,1.1,106,16,96,2,15
COC(=O)c1ccccc1NC(=S)NC(=O)C1CCCCC1,-1,-4,-3,-30,-3.0,98,19,95,0,3
CCOC(=O)/C=C/C(=O)OCC(=O)NCc1ccccc1,6,-10,16,-25,-0.4,91,.,93,1,3
CC(C)NC(=O)N1CCOCCOCCN(C(=O)NC(C)C)CCOCCOCC1,5,1,-4,-15,-0.4,93,.,93,0,12
Cc1cc(/C=C(\C#N)C(=O)OCC(=O)Nc2ccc(OC(F)F)cc2)c(C)n1CC(C)C,-15,6,-4,-34,-2.1,87,.,86,8,12
COc1cc(CN(CCc2c(C)[nH]c3ccc(C)cc23)C(=S)NC(C)(C)C)cc(OC)c1OC,4,.,5,-15,-2.6,47,-17,46,-1,1

# Arranged by the number under Measles CPE (smallest number first): some entries from above.
molecule	Measles CPE
Cc1ccc(OCCOCCn2cnc3ccccc3c2=O)c([N+](=O)[O-])c1	4
Cc1cc(/C=C(\C#N)C(=O)OCC(=O)Nc2ccc(OC(F)F)cc2)c(C)n1CC(C)C	12
Cc1nn(Cc2c(F)c(F)c(F)c(F)c2F)c(C)c1NC(=O)c1c([N+](=O)[O-])cnn1C	14
